PglD inh = blocks C. jejuni PglD acetyltransferase activity; purified PglD enzyme, DTNB colorimetric CoA detection; inhibition, % at 12.5 µM; 360,000 tested, 0.098% active; AID 602405; in the data active means inhibition above about 16%, passing the limit was not always enough; further: strong numbers were not always called active
Numbers without * were called inactive.

SMILES | PglD inh
CCC(Oc1ccccc1)C(=O)Nc1nnc(C)s1 (stereo unspecified) | -1
COc1ccc(S(=O)(=O)N2CC3CCCN3c3cc(C(F)(F)F)ccc32)cc1 (stereo unspecified) | -3
CCN(CC)c1nc(N)c2c(N)nc3c(c2c1C#N)CC(c1ccccc1)O3 (stereo unspecified) | 1
CC(CN(C)Cc1ccccc1)OC(=O)c1cccc(F)c1 (stereo unspecified) | 1
Cc1cc(C)nc(NC(=O)CN2C(=O)c3ccccc3C2=O)n1 | -1
COc1cc(NS(=O)(=O)c2ccc(OC)c(C)c2C)c(OC)cc1Cl | -3
CC1CCCCN1C(=O)CSc1nc2cc3c(cc2c(=O)n1Cc1ccc2c(c1)OCO2)OCO3 (stereo unspecified) | -3
Cc1ccc(C(=O)NC(=C(Cl)Cl)S(=O)(=O)c2ccc(C)cc2)cc1 | 7
Cc1cc(C)c(C(N)=O)c(Nc2cccc3ccccc23)n1 | -2
COc1cccc(Nc2nc(N)nc(C(F)(F)F)n2)c1 | 1
COc1ccccc1C(=O)N(Cc1ccco1)C1CCS(=O)(=O)C1 (stereo unspecified) | -3
Cc1ccc(C2=NNC(C(O)C(O)C(O)C(C)O)S2)cc1 (stereo unspecified) | -4
C=CCn1c(SCC(=O)N2CCOCC2)nc2sc3c(c2c1=O)CCCC3 | 0
O=C(c1ccco1)N1CCN(C(=O)C2CCN(S(=O)(=O)Cc3ccccc3)CC2)CC1 | 4
COc1nc(OC)nc(N2CCC(C(=O)Nc3cccc4c3CCCC4)CC2)n1 | -1
CCNC(=O)Nn1c(-c2ccccc2)nc2ccccc2c1=O | 0
COc1ccc(CNC(=O)c2cccs2)cc1 | -8
c1ccc(-n2nnnc2-c2cnc(-c3ccncc3)nc2-c2cccs2)cc1 | -4
CC(=O)NCCC(Cc1ccccc1)c1ccco1 (stereo unspecified) | 5
COc1ccc(N(Cc2cc3ccc(C)cc3[nH]c2=O)C(C)=O)cc1 | -5

Three entries already listed, ordered by molecular weight, low to high:
SMILES | PglD inh
COc1ccccc1C(=O)N(Cc1ccco1)C1CCS(=O)(=O)C1 (stereo unspecified) | -3
c1ccc(-n2nnnc2-c2cnc(-c3ccncc3)nc2-c2cccs2)cc1 | -4
O=C(c1ccco1)N1CCN(C(=O)C2CCN(S(=O)(=O)Cc3ccccc3)CC2)CC1 | 4

(further entries)
SMILES | PglD inh
Cc1ccccc1N=C1SCC(=O)N1Cc1ccccc1 | -5
O=c1c2[nH]c3ccc(Br)cc3c2ncn1CCCn1ccnc1 | -4
Cc1ccc(C2(C)NC(=O)N(CC(=O)Nc3c(C)n(C)n(-c4ccccc4)c3=O)C2=O)cc1 (stereo unspecified) | 0
C=CCN(C(=O)CNC(=O)c1ccco1)C(C(=O)NC1CCCCC1)c1ccccc1F (stereo unspecified) | 5
COc1ccc(Nc2nc(Nc3ccc(OC)cc3)nc(-n3[nH]c(=O)c(C)c3C)n2)cc1 | 1
O=c1oc2ccccc2cc1-c1csc(Nc2nc3c(F)cccc3s2)n1 | 0
O=C(CSc1nc2ccccc2c(=O)n1Cc1ccco1)N1CCN(c2ccccc2)CC1 | -2
CC1(c2ccccc2)NC(=O)N(Cc2ccc([N+](=O)[O-])cc2)C1=O (stereo unspecified) | -4
O=C(CCCNS(=O)(=O)c1cccc2nsnc12)NCc1ccc(F)cc1 | 6
CN(C)CCCN(Cc1ccccc1)C(=S)Nc1cccc(C(F)(F)F)c1 | 4

For reference, two of the compounds above:
SMILES | PglD inh
O=C(CCCNS(=O)(=O)c1cccc2nsnc12)NCc1ccc(F)cc1 | 6
CN(C)CCCN(Cc1ccccc1)C(=S)Nc1cccc(C(F)(F)F)c1 | 4

More structures follow:
SMILES | PglD inh
CCCCN1CCc2c([nH]c3c(C)cccc23)C1=O | -4
Cc1cccn2c(=O)c3cc(C(=O)N4CCN(C(=O)c5ccco5)CC4)n(C)c3nc12 | 9
COc1ccc(-n2nc(C(=O)N3CCN(c4ccc(F)cc4)CC3)c3ccccc3c2=O)c(OC)c1 | 4
Cn1cc(CNC(=O)C23CC4CC(CC(C4)C2)C3)cn1 | -2
CN(C)CC#Cc1ccc([C@H]2[C@@H](CO)N3CCCCN(C(=O)C4CCCC4)C[C@H]23)cc1 | 2
Cc1cc(C)c(NC(=O)c2cnn(C)c2)c(C)c1 | -3
Cc1ccccc1Cn1ccc(NC(=O)c2nc3ncccn3n2)n1 | 7
CCn1c(SCC(=O)N/N=C/C=C\c2ccccc2[N+](=O)[O-])nnc1-c1ccccc1 | -2
COc1ccccc1N1CCN(c2nc3ccccn3c(=O)c2C=O)CC1 | 0
COc1ccc(Cl)cc1NC(=O)C(C)NC(c1ccccc1)c1ccccc1 (stereo unspecified) | 0
CCc1cccc2c(C#N)cn(CC(=O)NCc3ccco3)c12 | -1
COc1ccccc1N1CCN(c2nc(-c3ccccc3)cc(C(F)(F)F)n2)CC1 | -1
CCc1ccc(NC2Nc3cc(C)nn3S2)cc1 (stereo unspecified) | 1
COc1ccc(C(=O)/C=C/Nc2ccc(S(=O)(=O)Nc3cccc(C(C)=O)c3)cc2)cc1 | 1
COc1ccc(C(=O)CSc2nnc(CNc3ccc(C)cc3C)n2Cc2ccco2)cc1 | 5
COc1ccc(OCCCC(=O)N2CCCc3ccccc32)cc1 | 0
Cc1nc(NC(=O)CSc2nc3cccnc3n2Cc2ccccc2)sc1C | -4
O=CN(CCN(C=O)CN1CCCCC1)CN1CCCCC1 | 3
COc1ccccc1NC(=S)NCCSc1ccc(Cl)cc1 | 1
CC1=C(C(=O)OCC(C)C)C(c2cccs2)NC(=S)N1 (stereo unspecified) | 1
O=C(Nc1ccc(C#Cc2ccccc2)cc1)C1CC1 | -2
COc1ccccc1Oc1cc(-n2nc(C)cc2C)ncn1 | -2
Nc1cc(N)nc(SCC(=O)Nc2ccc(Br)cc2Cl)n1 | -1
CC1=C(C(=O)OCc2ccccc2)C(c2ccc(N3CCOCC3)cc2)NC(=O)N1 (stereo unspecified) | -2
O=C(CSc1nnc(CNC(=O)c2c(F)cccc2Cl)o1)NCc1ccc2c(c1)OCO2 | 3
Cc1ccc2nc(N(CCCN(C)C)C(=O)c3sc4ccccc4c3Cl)sc2c1 | -5
CC(=O)/C(=N\Nc1ccccc1)Sc1cccc2cccnc12 | 2
COc1ccc(OCC(=O)Nc2ccccc2OC(F)F)cc1 | 1
Nc1ccc(-n2nnnc2CN2CCOCC2)cc1 | -11
COc1ccc(OC)c(C2C(C#N)=C(N)Oc3cc(N)ccc32)c1 (stereo unspecified) | -3

Individual results from the results shown:
For PglD inh, Cc1cc(C)c(C(N)=O)c(Nc2cccc3ccccc23)n1 has -2
For PglD inh, O=C(CCCNS(=O)(=O)c1cccc2nsnc12)NCc1ccc(F)cc1 has 6
For PglD inh, C=CCN(C(=O)CNC(=O)c1ccco1)C(C(=O)NC1CCCCC1)c1ccccc1F (stereo unspecified) has 5
For PglD inh, Nc1ccc(-n2nnnc2CN2CCOCC2)cc1 has -11

5 compounds already listed, arranged by the value under PglD inh, lowest first:
SMILES | PglD inh
Nc1ccc(-n2nnnc2CN2CCOCC2)cc1 | -11
COc1ccc(OC)c(C2C(C#N)=C(N)Oc3cc(N)ccc32)c1 (stereo unspecified) | -3
COc1ccccc1Oc1cc(-n2nc(C)cc2C)ncn1 | -2
COc1ccc(OCC(=O)Nc2ccccc2OC(F)F)cc1 | 1
O=C(CSc1nnc(CNC(=O)c2c(F)cccc2Cl)o1)NCc1ccc2c(c1)OCO2 | 3

Following part.
SMILES | PglD inh
c1ccc(-c2nnc3n2CCCC3)cc1 | 0
O=C(CSc1nnc(-c2ccccc2)n1Cc1ccccc1)N1CCCC1 | -3
CCOC(=O)N1CCC(NC(=O)c2cc3cc4cc(OC)ccc4nc3o2)CC1 | 0
CCn1c(=S)[nH]c2ccccc21 | 3
CCNC(=S)NNC(=O)c1cc(-c2ccccc2C)nc2ccccc12 | -5
CCOC(CNC(=O)c1ccc2nc(N3CCC(C)CC3)sc2c1)OCC | 2
COc1ccccc1OCCCCN1CCN(C(c2ccccc2)c2ccccc2)CC1 | 0
COC(=O)Cc1[nH]nc2c1C(c1cccc(OC)c1OC)C(C#N)=C(N)O2 (stereo unspecified) | 0
CCOc1ccc(NC(=O)CN(C)CC(=O)Nc2cccc(Cl)c2C)cc1OCC | -4
Cc1ccc(C(C)NC(=O)c2cc(C)oc2C)cc1 (stereo unspecified) | 0
Cc1nn(C(C)(C)C)c(OC(=O)c2ccco2)c1Sc1ccccc1 | 3
Cc1nccc2[nH]c(=O)c(C(=O)NC3CCCCC3C)cc12 (stereo unspecified) | -3
O=c1[nH][nH]c(C(F)(F)F)c1C=Nc1ccccc1 | 6
CNC(=O)c1cc2c(=O)n3cccc(C)c3nc2n(C(C)C)c1=N | 6
Cc1cc(NC(=O)CSCC(=O)N(c2ccc(F)cc2)C(C(=O)NC2CCCCC2)c2ccc(O)c(O)c2)no1 (stereo unspecified) | 4
Cc1cc(NC(=O)CSc2nc3ccccc3c(=O)n2Cc2ccccc2)no1 | 1
O=C(Nc1ccccc1)N1CCCC2CCCCC21 (stereo unspecified) | 5
CN(C)S(=O)(=O)c1ccc(C(=O)Nc2nc(-c3ccccc3)c(C(=O)c3ccccc3)s2)cc1 | 6
CCOc1ccc(OCC(=O)NCCc2nc3ccccc3[nH]2)cc1 | -4
O=C(NCCN1CCN(C(=O)c2cccs2)CC1)C(=O)Nc1ccc(Br)cc1 | 1
COc1ccc(/C=C/C(=O)NC(=S)NNC(=O)c2c(-c3ccccc3)noc2C)cc1 | -1
C=C(C)C1Cc2cc3ccc(=O)oc3cc2O1 (stereo unspecified) | -1
CSCCC(NS(=O)(=O)c1ccccc1F)C(=O)OCc1ccccc1Cl (stereo unspecified) | -5
CCN(CC(=O)NC1CCS(=O)(=O)C1)C(=O)C(c1ccccc1)c1ccccc1 (stereo unspecified) | 4
O=C(COC(=O)c1cccs1)NCC1CCCO1 (stereo unspecified) | 6
CCCNC(=S)N1CCC(C(=O)c2ccc(OC)cc2)CC1 | 7
CCn1c(SCC(=O)OCC(=O)N2c3ccccc3NC(=O)C2(C)C)nnc1-c1ccco1 | 1
O=C(N/N=C/c1cccc(OC2CSC2)c1)c1ccccc1O | 0
Cc1ccc(-c2cc3ccccc3nc2N2CCCC2)cc1 | -1
CCn1cc(C(=O)N2CCN(Cc3ccc4c(c3)OCO4)CC2)c(=O)c2ccc(C)nc21 | -2
C/C(Nc1ccc(C)cc1)=C(/C#N)C(N)=O | 0
CC1=CC2=NC(=O)/C(=C\c3cccn3CCOc3ccc(C)c(C)c3)C(=N)N2O1 | 4
COc1ccc2c(c1OC)C(=O)N1N=C(c3ccc(Br)cc3)CC21 (stereo unspecified) | -3
Cc1c(C#N)c2ncn(Cc3ccccc3)c(=O)c2n1-c1ccccc1 | -1
CCCc1nc(NCc2ccncc2)c2nnn(Cc3ccccc3F)c2n1 | -1
CCCSc1nsc(SCCC)c1C#N | 1
c1ccc(CSc2nnc(-c3c[nH]c4ccccc34)o2)cc1 | -7
O=S(=O)(c1cccc2nsnc12)N1CCc2ccccc21 | -9
CCOC(=O)CNc1nc(C#N)nc(N2CCOCC2)n1 | -2
CCOC(=O)N1CCN(C(=O)Nc2ccc(Cl)cc2Cl)CC1 | 1
CCC(C)(C)n1nnnc1C(c1ccccc1)N1CCc2ccccc2C1 (stereo unspecified) | 9
O=C(CNC(=O)c1ccc(S(=O)(=O)N2CCCC2)cc1)N/N=C/c1ccccc1 | 1
Cc1cc(C)c(NC(=O)/C(=C/c2ccco2)c2ccccc2)c(C)c1 | 5
OCCOCCOCCn1c2ccccc2c2ccccc21 | -3
Cc1ccc2ccccc2c1Cn1c(-n2ccnc2)nc2c1c(=O)n(C)c(=O)n2C | 2
Cc1ccc(S(=O)(=O)N(Cc2ccccc2)c2ccccc2C(=O)NCc2cccnc2)cc1 | 5
O=C(O)CSCC(=O)Nc1ccc(C2CCCCC2)cc1 | -5
COCCCNC(=O)c1ccc(CNS(=O)(=O)c2ccc(NC(C)=O)cc2)cc1 | 0
CCOC(=O)N/N=C/c1cn(Cc2ccc(Cl)cc2)c2ccccc12 | 0
Cc1ccc(C(=O)O/N=C\c2ccc(N3CCCCC3)c([N+](=O)[O-])c2)cc1 | 0

(cont.)
SMILES | PglD inh
O=C(O)C1CC(O)CN1C(=O)c1ccco1 (stereo unspecified) | 1
O=C(CSc1nnc(CNC(=O)c2cccs2)o1)Nc1ccc2c(c1)OCO2 | -2
Cc1cc(C)nc(SCC(=O)Nc2ncc(Cc3cccc(Cl)c3Cl)s2)n1 | -8
CCN(C(=O)Cc1cccs1)c1nnc(-c2cc(OC)c(OC)c(OC)c2)s1 | -2
CC1(C)[N+]([O-])=C2C(=[N+]([O-])C1(C)C)c1ccccc1/C2=N\O | 2
Cn1c(COc2ccccc2)nnc1SCCN1CCOCC1 | 2
N=c1c(C(=O)NCc2ccc(F)cc2)cc2c(=O)n3ccccc3nc2n1Cc1cccnc1 | -7
CCOC(=O)CN(C(=O)CCC(=O)Nc1cc(C)on1)C(C(=O)NC1CCCC1)c1cccnc1 (stereo unspecified) | 2
CCOC(=O)c1c(N)sn(-c2ccccc2)c1=S | 7
O=C(C/C=N/OCc1ccc(F)cc1Cl)c1cnc(-c2ccccc2)s1 | 6
O=c1oc(-c2ccccc2Cl)nc2ccsc12 | -8
CC(C)CC(c1nnnn1Cc1cccs1)N1CCN(c2nc3ccccc3s2)CC1 (stereo unspecified) | -2
COc1cccc(OC)c1C(=O)NC(C)C12CC3CC(CC(C3)C1)C2 (stereo unspecified) | 5
N#CC1=C(SCC(=O)c2ccc(Br)cc2)NC2=C(C(=O)CCC2)C1c1ccco1 (stereo unspecified) | -8
COc1ccc(C(=O)NC(=S)NCC2CCCO2)cc1 (stereo unspecified) | 1

An excerpt. The share of hits here may be higher or lower than overall.
